Screening results deposited in PubChem BioAssay by Broad Institute.
F508del corr = CFTR F508del correction in bronchial cells. CFBE cells, YFP halide quenching; stimulated with forskolin plus potentiator P3; % fluorescence drop versus neutral controls. activity (quench increase), % at 7.58 µM. 350,000 compounds, 0.36% hits. AID 720511;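 active means mean added fluorescence quench of at least 8% versus neutral control, with both replicates also reaching 8%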;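 further: cells transiently co-express mutant CFTR-F508del with the halide-sensitive YFP; corrector assay measuring rescue of mutant channel to the surface after 24 h compound exposure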
PAX8 reporter = PAX8 transcriptional activity inhibition. inhibition, % at 12.6 µM. 360,000 compounds, 1.2% hits. RMG-I TPO-luciferase reporter, SteadyGlo, 24 h;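 active means mean replicate inhibition at least 60% with every replicate also reaching 60%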;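 further: luciferase light reporting Pax8 driven TPO promoter activity; plate controls were median of neutral control wells for no effect and mitoxantrone controls for full effect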
DENV2 CPE rescue = protects cells from dengue virus 2 cytopathic effect; DENV2-infected cells, cytopathic effect rescue, plate reader; CPE inhibition, % at 9.99 µM; 350,000 compounds, 1.7% hits; AID 651640; in the data active means CPE inhibition above about 20%, passing the limit was not always enough; tested in BHK-21 cells;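 further: 0% = median of neutral control wells and 100% = median of positive control wells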
INS-1E GSIS act = primary screen for activators of insulin secretion dependent on glucose, INS-1E cells, GLuc reporter luminescence; INS-1E GLuc reporter insulin secretion, 2-3 h; activation, % at 16.6 µM; 370,000 compounds, 0.61% hits; AID 743287;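 active means lowest replicate activation of at least 40%, so every replicate reaches that level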;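 further: 0% = median of neutral control wells and 100% = median of IBMX positive control wells; some compounds called inactive have numbers as strong as hits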
miR122 inh = inhibitors of miR-122 in Huh7 cells; 340,000 compounds, 0.3% hits; Huh7 miR-122 Renilla luciferase sensor, 48 h; neutral wells = 0, positive control = 100; activation (reporter increase), % at 12.5 µM; AID 602342;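 active means mean replicate activation score at least 90 and every replicate individually at or above 90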;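 further: higher luciferase means less miR-122 activity so hits act as miR-122 inhibitors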
EWS-Fli block = inhibitors of EWS/Fli oncoprotein transcriptional activity; AID 651661; 350,000 compounds, 0.67% hits; A673 NR0B1-luciferase reporter, viability-normalised; inhibition, % at 12.6 µM;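 active means mean inhibition of at least 50% after viability correction, with every replicate also passing that limit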;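 further: firefly luciferase signal divided by Alamar Blue viability fluorescence both relative to DMSO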
FN deposition inh = fibronectin deposition inhibition; AH1F fibroblasts, Alexa488-fibronectin deposition fluorescence, overnight; inhibition, % at 12.6 µM; 350,000 compounds, 0.086% hits;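 active means mean inhibition across replicates of 30% or more, regardless of how many single replicates reach that level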;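 further: positive control wells lacked labelled fibronectin entirely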
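Material – AH1F fibroblast monolayer, labelled fibronectin deposition · Reagent – labelled fibronectin 24 nM · Timing – 1 h adhesion, overnight exposure · Measured by – fluorescence at 485 nm excitation, 525 nm emission · Read-out – inhibition of fibronectin deposition signal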
Numbers without * were called inactive; & = joins results of further samples; [ ] = another dose, or the depositor's remark.

For O=C(NC1CC1)[C@@H]1CSC2c3ccccc3C(=O)N21 (stereo partly drawn) the results were F508del corr -0.5, PAX8 reporter 18, DENV2 CPE rescue 7, INS-1E GSIS act 15 and FN deposition inh 0.
Screening C[C@H](CO)N1C[C@H](C)[C@H](CN(C)S(=O)(=O)c2ccc(F)cc2)Oc2c(NS(C)(=O)=O)cccc2C1=O returned F508del corr -2.3, INS-1E GSIS act -2, miR122 inh 8[16.7 µM] and EWS-Fli block -3.
Screening CN1c2ccc(C3=CCCCC3)cc2[C@H]2[C@H](CCN2C(=O)C2CCC2)[C@@H]1CO returned F508del corr 2.4, PAX8 reporter 69*, DENV2 CPE rescue -5, INS-1E GSIS act 2, EWS-Fli block 0 and FN deposition inh 4.
`O=C(NCc1ccco1)[C@@H]1CCCN1C(=O)c1cccs1` gave PAX8 reporter 11, miR122 inh 0 and FN deposition inh -12.
Cc1csc(=Nc2ccccc2)n1Cc1ccco1 was read as PAX8 reporter -1, DENV2 CPE rescue -8, INS-1E GSIS act -12, miR122 inh -8, EWS-Fli block -1 and FN deposition inh 1.
`O=C(c1ccccc1)C1(c2ccccc2)OC1c1ccccc1` (stereo not drawn) gave F508del corr -1.0, PAX8 reporter 16, miR122 inh 0, EWS-Fli block 5 and FN deposition inh 4.
For CN(C(=O)Nc1ccc(S(=O)(=O)N(C)C)cc1)C1CCCCC1 the results were PAX8 reporter -19, INS-1E GSIS act 5 and miR122 inh 5.
`CC(C)=NNc1nc(-c2ccccc2)c(C)s1` gave F508del corr 2.7, PAX8 reporter 14, DENV2 CPE rescue 2, EWS-Fli block 0 and FN deposition inh 5.
For Cc1ccc(C(=O)ONC(=O)c2ccc(Cl)cc2)cc1[N+](=O)[O-] the results were F508del corr -2.2, PAX8 reporter -6, DENV2 CPE rescue -3, INS-1E GSIS act 2, EWS-Fli block -3 and FN deposition inh 8.
`CC[C@H](C)[C@H](NC(N)=O)C(=O)Nc1ccc(OC)c(Cl)c1` gave F508del corr 1.3, PAX8 reporter -12, DENV2 CPE rescue -3, INS-1E GSIS act 11, miR122 inh -5, EWS-Fli block 4 and FN deposition inh 8.
For COc1ccc(NC(C)=O)cc1NC(=O)c1ccc(C#N)cc1 the results were F508del corr -3.0, PAX8 reporter -8, DENV2 CPE rescue 17, INS-1E GSIS act 19, miR122 inh 1, EWS-Fli block -4 and FN deposition inh 0.
For Cc1ccc(S(=O)(=O)N2[C@@H](c3ccccc3F)C(C(=O)O)=CC[C@H]2c2cccc(Cl)c2)cc1 the results were F508del corr -0.6, PAX8 reporter -19, DENV2 CPE rescue -5, INS-1E GSIS act -7, EWS-Fli block -1 and FN deposition inh 3.
Screening CO[C@@H]1CN(C)C(=O)c2ccc(NC(=O)NC(C)C)cc2OC[C@@H](C)N(C(=O)CC2CC2)C[C@H]1C returned F508del corr 3.5, PAX8 reporter -25, DENV2 CPE rescue 10, INS-1E GSIS act 6, EWS-Fli block 13 and FN deposition inh -1.
Screening C[C@@H]1CN([C@@H](C)CO)C(=O)Cc2cc(NC(=O)Nc3ccc4c(c3)OCO4)ccc2O[C@H]1CN(C)S(=O)(=O)c1ccc(F)cc1 returned F508del corr -0.8, DENV2 CPE rescue -3, INS-1E GSIS act 2, miR122 inh 3[16.7 µM], EWS-Fli block 0 and FN deposition inh -9.
For CCCCCCCCN1[C@@H](CC(=O)O)c2cc(C(F)(F)F)ccc2S1(=O)=O the results were F508del corr -0.3, PAX8 reporter 2, DENV2 CPE rescue 3, INS-1E GSIS act -4, EWS-Fli block -2 and FN deposition inh -19.
`O=S(=O)(Nc1ccc(Cc2ccncc2)cc1)c1ccc(Br)s1` gave PAX8 reporter 9, miR122 inh 31 and FN deposition inh 3.
`CC(C)CC(O)C1CCN(C(=O)CCc2nnc(-c3ccc4c(c3)OCO4)o2)CC1` (stereo not drawn) gave F508del corr 0.1, PAX8 reporter 1, DENV2 CPE rescue -7 and INS-1E GSIS act 4.
`COc1ccc(C(=O)O/N=C(\N)c2ccccn2)cc1[N+](=O)[O-]` gave F508del corr -0.9, PAX8 reporter -116, DENV2 CPE rescue 10, INS-1E GSIS act -5, miR122 inh 9, EWS-Fli block -73 and FN deposition inh -1.
`CCCCCC(=O)Nc1ccc(S(=O)(=O)Nc2nccnc2OC)cc1` gave F508del corr -0.4, DENV2 CPE rescue -5, INS-1E GSIS act -3, miR122 inh -2 and EWS-Fli block 8.
COc1cc2c(cc1OC)-c1cc(N3CCc4ccccc43)nc(=O)n1CC2 was read as F508del corr -0.1, PAX8 reporter 7, DENV2 CPE rescue -6, INS-1E GSIS act 43*, EWS-Fli block 10 and FN deposition inh 1.
For Cc1ccccc1S(=O)(=O)N(C)C[C@@H]1OCc2cn(nn2)CCCC(=O)N([C@@H](C)CO)C[C@H]1C the results were F508del corr -2.2&-3.4&-1.7, PAX8 reporter -2&-8, DENV2 CPE rescue -1&20, INS-1E GSIS act -5&8, miR122 inh -4&-1[16.7 µM], EWS-Fli block -5&-5&-1 and FN deposition inh -5&-6.
For Cc1cc(CN2CCCC(CNC(=O)c3ccc(F)cc3)C2)cc(C)c1O (stereo not drawn) the results were F508del corr -2.0, PAX8 reporter 6, INS-1E GSIS act -6, EWS-Fli block -7 and FN deposition inh 9.
For O=C(Nc1ccccc1C(=O)O)c1cc(S(=O)(=O)N2CCOCC2)cs1 the results were PAX8 reporter 10, DENV2 CPE rescue -3, INS-1E GSIS act 6, EWS-Fli block 1 and FN deposition inh 3.
Screening CCCCN(CCCC)c1ccc(C(=O)c2ccccc2C(=O)O)c(O)c1 returned F508del corr -0.6, DENV2 CPE rescue 3, INS-1E GSIS act 1, miR122 inh -2 and EWS-Fli block 9.
Screening CNC(=O)C[C@@H]1CC[C@@H]2[C@H](COc3ccc(NC(=O)NC(C)C)cc3C(=O)N2C)O1 returned F508del corr -0.6, PAX8 reporter -6, DENV2 CPE rescue 1, INS-1E GSIS act 9, miR122 inh -53[16.7 µM], EWS-Fli block -1 and FN deposition inh 2.
For COc1ccc(/C=C/C(=O)OCC(=O)Nc2nnc(-c3ccccc3)o2)c(OC)c1 the results were F508del corr 1.3, PAX8 reporter -6, DENV2 CPE rescue 4, INS-1E GSIS act 1, miR122 inh 2, EWS-Fli block 1 and FN deposition inh 7.
`N#C[C@@H]1[C@@H](c2ccc(-c3cccc(F)c3)cc2)[C@H](CO)N1C(=O)CN1CCOCC1` gave F508del corr 3.1, PAX8 reporter -14, DENV2 CPE rescue -19, INS-1E GSIS act 2, EWS-Fli block -3 and FN deposition inh 14.
Cc1cc(C)c(C#N)c(Sc2nc(C)c([N+](=O)[O-])c(C)c2C#N)n1 was read as F508del corr -1.1, PAX8 reporter 45, DENV2 CPE rescue 1, EWS-Fli block 9 and FN deposition inh 10.
Screening C[C@H]1C(=O)N(C)CCN1C(=O)c1ccc(OC2CCN(CCc3ccccc3)CC2)cc1 returned F508del corr 4.9, PAX8 reporter 7, DENV2 CPE rescue 13, miR122 inh -14, EWS-Fli block 1 and FN deposition inh -8.
CC(=O)Nc1ccc(S(=O)(=O)NNC(=O)c2ccc3c(c2)OCO3)cc1 was read as F508del corr 3.9, PAX8 reporter 4, DENV2 CPE rescue -6, INS-1E GSIS act -1, miR122 inh 0, EWS-Fli block -6 and FN deposition inh -3.

In the list so far, three contain a Cl atom:
For Cc1ccc(C(=O)ONC(=O)c2ccc(Cl)cc2)cc1[N+](=O)[O-] the results were F508del corr -2.2, PAX8 reporter -6, DENV2 CPE rescue -3, INS-1E GSIS act 2, EWS-Fli block -3 and FN deposition inh 8.
`CC[C@H](C)[C@H](NC(N)=O)C(=O)Nc1ccc(OC)c(Cl)c1` gave F508del corr 1.3, PAX8 reporter -12, DENV2 CPE rescue -3, INS-1E GSIS act 11, miR122 inh -5, EWS-Fli block 4 and FN deposition inh 8.
For Cc1ccc(S(=O)(=O)N2[C@@H](c3ccccc3F)C(C(=O)O)=CC[C@H]2c2cccc(Cl)c2)cc1 the results were F508del corr -0.6, PAX8 reporter -19, DENV2 CPE rescue -5, INS-1E GSIS act -7, EWS-Fli block -1 and FN deposition inh 3.

Further entries.
Screening COC(=O)c1cccc(NC(=S)Nc2ccc(Cl)c(Cl)c2)c1 returned F508del corr 1.1, PAX8 reporter -2, DENV2 CPE rescue -3, INS-1E GSIS act -13, miR122 inh 1, EWS-Fli block -14 and FN deposition inh -2.
For C[C@H](CO)N1C[C@H](C)[C@H](CN(C)C(=O)NC2CCCCC2)Oc2ccc(NC(=O)Nc3cccc4ccccc34)cc2CC1=O the results were F508del corr 4.5, PAX8 reporter -8, DENV2 CPE rescue -4, INS-1E GSIS act -49, miR122 inh 13[16.7 µM] and EWS-Fli block 7.
For COc1cc(OC)nc(NC(=O)NS(=O)(=O)c2ccc(F)cc2)n1 the results were F508del corr -1.1, PAX8 reporter 14, DENV2 CPE rescue 2, INS-1E GSIS act 0, miR122 inh 0, EWS-Fli block 1 and FN deposition inh -6.
CC(=O)Nc1ccc(C(=O)N2CCN(S(=O)(=O)c3ccc4c(c3)OCCCO4)CC2)cc1 was read as F508del corr 0.6, PAX8 reporter 7, DENV2 CPE rescue -1, INS-1E GSIS act -6, EWS-Fli block -9 and FN deposition inh 4.
For CO[C@H]1CN(C)C(=O)c2cc(NS(=O)(=O)c3ccccc3Cl)ccc2OC[C@@H](C)NC[C@@H]1C the results were F508del corr -4.7, DENV2 CPE rescue -8, INS-1E GSIS act 10, miR122 inh -12[16.7 µM], EWS-Fli block 7 and FN deposition inh -18.
For COc1cc2c(cc1OC)CN(C(=O)/C=C/c1cccc([N+](=O)[O-])c1)CC2 the results were F508del corr -0.4, PAX8 reporter 1, DENV2 CPE rescue 2, INS-1E GSIS act 34, miR122 inh -7, EWS-Fli block 1 and FN deposition inh 8.
CN(C)CCCNC(=O)C[C@@H]1CC[C@@H]2[C@H](COC[C@@H](O)CN2S(=O)(=O)c2ccc(F)cc2)O1 was read as F508del corr 2.8, PAX8 reporter -3, DENV2 CPE rescue 2, INS-1E GSIS act -3, miR122 inh 9[16.7 µM], EWS-Fli block 8 and FN deposition inh -14.
For O=P1(O)CC2=C(CC=CC2)C1 the results were F508del corr -0.4, PAX8 reporter 9, DENV2 CPE rescue -4, miR122 inh 0, EWS-Fli block -8 and FN deposition inh -15.
Screening COCCN(C(=O)c1ccc(C)c(S(=O)(=O)N2CCOCC2)c1)c1c(N)n(CC(C)C)c(=O)[nH]c1=O returned F508del corr -0.8, PAX8 reporter -5, DENV2 CPE rescue -7, INS-1E GSIS act 19, miR122 inh 9, EWS-Fli block -8 and FN deposition inh 0.
Cc1ccc(C(=O)OCC(=O)NC2CCS(=O)(=O)C2)c(C)c1 (stereo not drawn) was read as F508del corr -0.6, PAX8 reporter 1, DENV2 CPE rescue -1, INS-1E GSIS act 10, EWS-Fli block -4 and FN deposition inh 4.
`COCc1cc([C@@H]2C[C@H]3CN(c4ccccc4)C(=O)[C@]34CCCN24)ccc1OC` gave F508del corr 2.6, PAX8 reporter 1, DENV2 CPE rescue 10, INS-1E GSIS act 2, EWS-Fli block 8 and FN deposition inh 10.
For C[C@H]1CN([C@@H](C)CO)C(=O)Cc2cc(NC(=O)CCCCCC(=O)Nc3ccccc3N)ccc2O[C@@H]1CN(C)Cc1ccc(Oc2ccccc2)cc1 the results were F508del corr 0.0, PAX8 reporter -26, DENV2 CPE rescue -1, INS-1E GSIS act 14, miR122 inh -8[16.7 µM] and EWS-Fli block 23.
For CC1CCN(C(=O)c2ncn3c2c(=O)[nH]c2ccccc23)CC1 the results were F508del corr -2.9, PAX8 reporter 6, DENV2 CPE rescue 6, INS-1E GSIS act -11, miR122 inh -6, EWS-Fli block 3 and FN deposition inh -1.

2 entries drawn at random from those above, as already listed:
For O=P1(O)CC2=C(CC=CC2)C1 the results were F508del corr -0.4, PAX8 reporter 9, DENV2 CPE rescue -4, miR122 inh 0, EWS-Fli block -8 and FN deposition inh -15.
For C[C@H]1CN([C@@H](C)CO)C(=O)Cc2cc(NC(=O)CCCCCC(=O)Nc3ccccc3N)ccc2O[C@@H]1CN(C)Cc1ccc(Oc2ccccc2)cc1 the results were F508del corr 0.0, PAX8 reporter -26, DENV2 CPE rescue -1, INS-1E GSIS act 14, miR122 inh -8[16.7 µM] and EWS-Fli block 23.
